# IL-2 act: qHTS of IL-2 Activators; IL-2 activation reporter assay, cell-based qHTS; stimulated with anti-CD3/CD4/CD28 beads; in transgenic mouse T cells; activation, % (series mostly up to about 46 µM); 0.065% of 360,000 active; in the data active means activation above about 50%; inconclusive means mostly about 30% to 49%; further: 0% is about no effect
#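 Readout: EGFP and DsRed signals by fluorescent plate cytometry. Unstimulated transgenic mouse T cells received compound 60 min before antibody-bead stimulation, then incubated 18 h at 37 degrees C.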
# EPAC1 ag: qHTS for Agonist of cAMP-regulated guanine nucleotide exchange factor 3 (EPAC1): primary screen. Rap guanine nucleotide exchange factor 3 (Homo sapiens), O95398. EPAC1 agonist qHTS, biochemical assay; response scale: 100% = response to 6.5 mM cAMP. Potency, µM (highest dose often 154 µM), for the others: at the top dose activation, usual class: activators. 0.073% of 360,000 active. AID 720707, 2013; further: potency means the concentration at half of the fitted maximal effect; nearly all actives have a fitted effect of over 60% in size
#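 Compounds were pinned as a concentration titration into mixtures of EPAC1 (100 nM), BODIPY-GDP-loaded Rap1B (250 nM) and GDP (50 uM). After 5 min at room temperature, fluorescence was followed for 30 min; activity was scaled to 6.5 mM cAMP.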
# PI5P4Ka inh: qHTS for Inhibitors of phosphatidylinositol 5-phosphate 4-kinase (PI5P4K) | PI5P4Kalpha enzyme, ADP-Glo luminescence, 60 min; stronger effect = lower value | max response, % | 1.2% of 330,000 active; active means max response of -50% or lower; inconclusive means between -30% and -50%; inactive means -30% or higher; further: value at the top dose of about 77 µM; on the % scale 0 is the no-effect control and ±100 the full control effect
# Target sequence (P48426 whole entry, looked up): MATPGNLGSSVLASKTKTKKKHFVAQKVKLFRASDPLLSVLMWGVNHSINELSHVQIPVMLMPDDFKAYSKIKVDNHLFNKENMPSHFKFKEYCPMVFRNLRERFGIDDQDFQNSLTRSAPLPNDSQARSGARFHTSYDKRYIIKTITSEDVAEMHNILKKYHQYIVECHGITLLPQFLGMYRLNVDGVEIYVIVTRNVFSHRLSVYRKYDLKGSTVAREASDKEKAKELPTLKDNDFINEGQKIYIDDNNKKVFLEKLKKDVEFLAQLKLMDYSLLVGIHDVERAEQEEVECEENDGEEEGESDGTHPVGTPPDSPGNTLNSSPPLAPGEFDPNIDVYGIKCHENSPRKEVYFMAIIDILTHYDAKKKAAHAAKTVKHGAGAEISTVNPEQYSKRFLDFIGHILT
#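 Human PI5P4Kalpha with substrate in 0.038 M HEPES pH 7.4, 0.28 mM EGTA, 0.1% CHAPS, 5% DMSO; reaction started with 5 microM ATP (final), 60 min at room temperature. ADP formed read by ADP-Glo luminescence.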
# Abeta yeast res: qHTS for compounds that reverse cellular toxicity of Amyloid beta (A-beta) peptide in yeast: Primary Screen. yeast expressing A-beta42, growth rescue, OD600, 48 h; response scale: 0% DMSO, 100% iron-clioquinol control. Potency, µM (top dose mostly 46.1 µM), inactives show at the top dose growth rescue, hits mostly activators. 0.063% of 410,000 active. AID 1347071, 2019; further: potency means the concentration at half of the fitted maximal effect; nearly all actives have a fitted effect of over 55% in size
#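 Yeast A-beta toxicity model in growth medium with pinned compounds, 48 h at 30 C; growth read as absorbance at 600 nm. Normalized to FeCl3/clioquinol equimolar mix (positive) and DMSO (negative).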
# aSyn rescue: qHTS of alpha-syn Inhibitors; AID 652106, 2013; 0.14% of 370,000 active; Potency, µM (top dose mostly 46.1 µM), for inactives: at the top dose growth rescue (activation), usual class: activators; Yeast expressing alpha-synuclein, growth rescue, BacTiter-Glo, 24 h; further: potency means the concentration at half of the fitted maximal effect; % of control where 0% means no effect; nearly all actives have a fitted effect of over 65% in size
#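 Screening used galactose-induced yeast with toxic alpha-synuclein levels, exposed to compound for 24 hr at 30 deg C. Cell growth, read with BacTiter-Glo luminescence, gave the measured signal.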
# FUS yeast rescue: qHTS for Suppressors of FUS Proteinopathy: Primary screen using FUS-linked yeast assay | S. cerevisiae FUS-expressing, growth rescue, OD600, 24 h | Potency, µM (highest dose often 76.6 µM), inactives show at the highest dose growth rescue (activation), actives largely listed as activators | 0.24% of 390,000 active | AID 1347120, 2019;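 further: potency means the concentration at half of the fitted maximal effect; plate controls were DMSO vehicle for no effect and reference control for full effect; nearly all actives have a fitted effect of over 55% in size; some results filed as inactive show a strong effect at the top dose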
#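 Absorbance at 600 nm, taken 24hr after compound addition, measured rescue of FUS-yeast growth at 30C. Induction used 2% galactose with seeding at OD 0.005. Controls: CP55940 from 92uM final, DMSO only.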
# EPAC1 antagonist: qHTS for Antagonist of cAMP-regulated guanine nucleotide exchange factor 3 (EPAC1): primary screen; EPAC1 GEF assay, Rap1b-BODIPY-GDP exchange fluorescence; Potency, µM (titrated, usually from 115 µM), for the others: at the highest dose activity change, negative = inhibition, hits mostly inhibitors; 0.14% of 360,000 active; AID 720709, 2013;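 further: potency means the concentration at half of the fitted maximal effect; plate controls were vehicle for no effect and positive control for full effect; nearly all actives have a fitted effect of over 50% in size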
# WRN inhibitor: qHTS for Inhibitors of WRN Helicase; Bifunctional 3'-5' exonuclease/ATP-dependent helicase WRN (Homo sapiens), Q14191; WRN helicase unwinding, fluorescent forked duplex, kinetic; Potency, µM (doses to about 114 µM), inactives show at the highest dose activity change, negative = inhibition, actives largely listed as inhibitors; 0.46% of 360,000 active; further: potency means the concentration at half of the fitted maximal effect; on the % scale 0 is the no-effect control and ±100 the full control effect; nearly all actives have a fitted effect of over 55% in size
#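 WRN at 20 nM final preincubated with compound 15 min at room temperature; reaction started with 100 nM fluorophore/quencher forked duplex oligonucleotide and 2 mM ATP final. Unwinding followed kinetically by red fluorescence (ex 525, em 598 nm).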
# PLK1 PBD inh: qHTS for Inhibitors of PLK1-PDB (polo-like kinase 1 - polo-box domain): Primary Screen. Plk1 PBD binding of FITC phosphopeptide, fluorescence polarization. Potency, µM, for inactives: max response, negative = inhibition, actives largely listed as inhibitors. AID 720504, 2013. Serine/threonine-protein kinase PLK1 (Homo sapiens), P53350. 2.8% of 360,000 active; further: potency means the concentration at half of the fitted maximal effect; series mostly up to about 57 µM; on the % scale 0 is the no-effect control and ±100 the full control effect; nearly all actives have a fitted effect of over 65% in size
# Target sequence (P53350 whole entry, looked up, the tested form may be a part): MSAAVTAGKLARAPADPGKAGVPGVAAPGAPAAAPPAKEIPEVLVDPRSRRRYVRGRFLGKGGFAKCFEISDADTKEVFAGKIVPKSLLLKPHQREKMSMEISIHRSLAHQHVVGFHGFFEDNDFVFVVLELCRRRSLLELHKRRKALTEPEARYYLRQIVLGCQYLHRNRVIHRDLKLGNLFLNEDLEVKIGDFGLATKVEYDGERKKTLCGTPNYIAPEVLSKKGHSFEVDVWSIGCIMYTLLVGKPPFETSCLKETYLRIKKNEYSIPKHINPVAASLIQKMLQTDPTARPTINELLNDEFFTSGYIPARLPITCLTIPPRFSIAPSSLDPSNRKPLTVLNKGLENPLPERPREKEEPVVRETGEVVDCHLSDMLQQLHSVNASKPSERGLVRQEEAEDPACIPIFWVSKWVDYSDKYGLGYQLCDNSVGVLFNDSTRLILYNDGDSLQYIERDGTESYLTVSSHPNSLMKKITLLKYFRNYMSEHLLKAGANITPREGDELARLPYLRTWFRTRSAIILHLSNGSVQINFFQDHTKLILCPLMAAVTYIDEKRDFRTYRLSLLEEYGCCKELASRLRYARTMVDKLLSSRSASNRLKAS
# An asterisk follows results filed as active; ? = inconclusive; nt = no result given; & = joins results of further samples; [ ] = remark or other dose. Unless noted, the call rests on the fitted dose curve; in most records, active means well fitted curve in the direction sought with a large enough effect; inconclusive means small, poorly fitted or top-dose-only effect, or another doubt; inactive means no such curve, though single readings can be large; an effect the other way counts as inactive or inconclusive.
Structure,IL-2 act,EPAC1 ag,PI5P4Ka inh,Abeta yeast res,aSyn rescue,FUS yeast rescue,EPAC1 antagonist,WRN inhibitor,PLK1 PBD inh
COc1ccccc1C(=O)Nc1ccc2c3c(cccc13)CC2,0.9,9%,1,-4%,4%,nt,5%,?,-6%
Cc1ccc(-c2[nH]c3cc(C(=O)NCCCn4ccnc4)ccc3c(=O)c2O)cc1,1.1,0%,-4,-28%,0%,-4%,-12%,-22%,-6%
CCOC(=O)[C@]12CCCC=C1N(Cc1ccc3c(c1)OCO3)C(=O)[C@H](CC(=O)NCCC(C)C)C2,-0.5,3%,0,-3%,1%,44%,-13%,-4%,-6%
Cc1cccc(OCc2nnc(SCC(=O)Nc3cccc(C(=O)N4CCOCC4)c3)o2)c1C,1.8,-29%,0,2%,-4%,26%,-5%,-4%,2%
Cn1c(=O)c2c(nc(CN3CCN(CCO)CC3)n2CCc2ccccc2)n(C)c1=O,-3.5,6%,3,-7%,-5%,-23%,6%,6%,-5%
Cc1cccnc1NC(=O)c1cccc(S(=O)(=O)NCc2ccccc2)c1,0.0,2%,1,3%,4%,2%,1%,-1%,4%
CC1(C)CC(=O)C2=C(C1)NC1=C(C(=O)c3ccccc31)C2c1ccc(Cl)cc1 (configuration not stated),-0.6,5%,-11,12%,-1%,nt,-12%,-2%,-10%
CC(C)c1onc(C(=O)NCCc2ccccc2)c1[N+](=O)[O-],-4.2,-6%,3,-1%,-6%,10%,1%,-10%,-13%
CC1(C)N=C2C(=[N+]1[O-])CCC/C2=N\O,-1.6,3%,0,-2%,-4%,-8%,-19%,9%,-4%
COc1ccc(N2CCN(CC(O)COc3ccc([N+](=O)[O-])cc3)CC2)cc1 (configuration not stated),-3.0,14%,-4,-15%,-2%,13%,0%,-28%[57.1 µM],-15%
Cn1cc(C(=O)NS(=O)(=O)Nc2ccc(Br)cc2)c2ccccc21,0.5,-15%,-6,-2%,8%,6%,-27%,0%,-2%
COc1ccc(CNC(=O)CN(C(=O)CCC(=O)Nc2nccs2)c2ccccc2C)cc1,5.6,7%,-7,8%,3%,14%,5%,-5%,-4%
CCOc1ccccc1N1CCN(C(=S)NC(=O)C23CC4CC(CC(C4)C2)C3)CC1,-0.6,4%,9,2%,-7%,25%,10%,-16%,3%
CC(=O)N1CCCc2cc(S(=O)(=O)Nc3cccc(C)c3C)ccc21,-0.4,-3%,2,7%,7%,1%,8%,-8%,-6%
Cc1c(C(=O)N2CCCCC2)c(S(=O)(=O)NCCc2ccccc2)c(C)n1C,-3.5,-2%,8,5%,1%,3%,6%,0%,-14%
Cn1cccc1CNC(=O)Nc1ccc(Cl)c(Cl)c1,1.3,-8%,-7,4%,-12%,3%,1%,-5%,-6%
O=C(Nc1ccc2c(c1)OCO2)c1cc(C2CCCN(C(=O)C3CCCCC3)C2)on1 (configuration not stated),-0.7,3%,3,-12%,3%,33%,-4%,-3%,-4%
O=S(=O)(c1ccccc1)N1CCN(c2nnc(-c3ccccc3)c3ccccc23)CC1,-3.1,17%,9,-10%,-1%,0%,-19%,-2%,-5%
COc1cc(C(=O)Nc2cccc(C)c2C)ccc1OCC(=O)N1CCOCC1,0.1,10%,4,-13%,-10%,-6%,-2%,2%,-10%
COc1ccc(NC(C)=O)cc1S(=O)(=O)N1CCN(C/C=C/c2ccccc2)CC1,1.3,-4%,-1,nt,-3%,5%,-7%,2%,-3%
Cc1ccc(C(=O)Nc2cccc(C(F)(F)F)c2)cc1NC(=O)c1c[nH]c2cc(C(F)(F)F)ccc2c1=O,0.4,-11%,-1,-15%,-5%,-23%,7%,-5%,-3%
Cc1ccc([N+](=O)[O-])cc1S(=O)(=O)Nc1ccc(OCC(=O)N2CCOCC2)cc1,-3.2,4%,-7,-10%,-2%,nt,-1%,-19%,-2%
CC(C)CCN1C(=O)c2cccc3c(N)ccc(c23)C1=O,1.0,71µM*,9,-92%[inhibitor],-1%,9%,25%,-27%,5.3µM*
COc1ccc(CCN(Cc2nc(-c3ccccc3)no2)Cc2nc(-c3ccccc3)no2)cc1OC,-1.5,3%,6,13%,4%,-5%,6%,-4%,-15%
CC(C)(C)NC(=O)C(c1ccccc1)n1c(-c2ccc(-c3ccccc3)cc2)nc2ccccc21 (configuration not stated),1.5,-8%,-10,-3%,2%,0%,-4%,2%,-1%

# Compound profiles, as listed above. Values in the order: IL-2 act | EPAC1 ag | PI5P4Ka inh | Abeta yeast res | aSyn rescue | FUS yeast rescue | EPAC1 antagonist | WRN inhibitor | PLK1 PBD inh
# Profile of `CC(C)c1onc(C(=O)NCCc2ccccc2)c1[N+](=O)[O-]` → -4.2 | -6% | 3 | -1% | -6% | 10% | 1% | -10% | -13%
# Profile of `COc1cc(C(=O)Nc2cccc(C)c2C)ccc1OCC(=O)N1CCOCC1` → 0.1 | 10% | 4 | -13% | -10% | -6% | -2% | 2% | -10%
# Profile of `CC1(C)N=C2C(=[N+]1[O-])CCC/C2=N\O` → -1.6 | 3% | 0 | -2% | -4% | -8% | -19% | 9% | -4%

# Further compounds.
Structure,IL-2 act,EPAC1 ag,PI5P4Ka inh,Abeta yeast res,aSyn rescue,FUS yeast rescue,EPAC1 antagonist,WRN inhibitor,PLK1 PBD inh
CCOc1ccc2nc(NC(=O)c3ccc(S(=O)(=O)N4CCOCC4)cc3)sc2c1,0.7,-5%,-1,4%,-5%,74%,10%,-9%,-10%
COc1cc(NC(=O)Cn2nc(C(F)(F)F)c(Br)c2C)cc([N+](=O)[O-])c1,-0.6,-12%,-6,17%,3%,nt,-12%,-4%,-5%
CCOC(=O)Cn1nc(C)n(-c2ccccc2)c1=O,-0.6,10%,-3,5%,-2%,5%,-18%,6%,-5%
C=CCNC(=S)NN(c1ccccc1)c1ccccc1,3.1,4%,5,?,18%,19%,2%,-3%,-3%
COc1cccc(-c2cc(NC(C)=O)c3ncc(-c4cccc(C(C)=O)c4)n3c2)c1,-0.3,4%,0,10%,2%,?,-1%,-9%,-20%
Cc1ccc(C=C2C(=O)c3ccccc3C2=O)s1,0.0,-2%,-15,-25%,-3%,8%,0%,?,17µM*
O=C(Nc1ccccc1)c1cc([N+](=O)[O-])ccc1Cl,0.2,-1%,4,7%,3%&0%,-32%,5%,-2%,1%
CN(CC(=O)OCC(=O)NCc1ccccc1)S(=O)(=O)c1ccc(Cl)cc1,-0.5,5%,5,2%,6%,34%,-5%,-1%,-9%
CCOC(=O)CSc1nc2c(cnn2-c2ccc(F)cc2)c(=O)[nH]1,-0.2,8%,-4,-13%,3%,12%,-2%,8%,-8%
CCOC(=O)c1c[nH]c(=S)n1C,0.8,12%,2,-9%,-4%,-23%,-7%,-1%,-8%
COc1ccc2c(C(=O)c3ccc(Cl)cc3)n(CCCC(N)=O)[n+]([O-])c2c1,0.2,-6%,3,-3%,13%,8%,-12%,6%,-17%
O=C(NCc1cccnc1)c1ccc(Cl)cc1[N+](=O)[O-],3.2,-6%,-4,-9%,-4%,6%,26%,-1%,-9%
O=C(O)Cc1cc(=O)[nH]n(-c2ccccc2)c1=O,0.6,11%,-3,4%,0%,-14%,-19%,-17%,-15%
COC(=O)C1=C(C)N=c2s/c(=C/c3cccs3)c(=O)n2C1c1cccs1 (configuration not stated),0.4,1%,0,-2%,-13%,26%,2%,0%,?
NS(=O)(=O)c1ccc(CCNc2cc(=O)n(Cc3ccc(F)cc3)c(=O)[nH]2)cc1,-0.9,0%,nt,-8%,13%,?,-4%,-4%,-9%
NS(=O)(=O)c1ccc(NC(=O)c2ccc(OCC3CCCO3)cc2)cc1 (configuration not stated),0.3,-7%,-5,3%,17%,23%,4%,-9%,8%
CCn1c(=O)n(CC(=O)NC2CCCC(C)C2C)c(=O)c2ccccc21 (configuration not stated),0.5,10%,3,17%,13%,3%,-10%,-5%,-4%
O=C(NCC(c1ccco1)N1CCCCC1)c1ccc(OCc2ccccc2)cc1 (configuration not stated),-0.1,7%,-8,7%,-3%,12%,9%,-1%,-14%
O=C(NCc1cccs1)c1cccc(N2CCCC2=O)c1,-0.3,-2%,-8,-13%,-3%,3%,6%,-2%,-7%
COc1ccc(-c2nnn(CC(=O)c3ccccc3)n2)cc1OC,2.1,1%,nt,-4%,2%,4%,8%,1%,0%
O=C(O)c1cccc(N2C(=O)C3CC=C(Cl)CC3C2=O)c1 (configuration not stated),-2.3,1%,0,1%,9%,-13%,-6%,-27%[57.1 µM],24µM*

# Only PLK1 PBD inh, for some of the entries so far:
canonical_smiles,PLK1 PBD inh
COc1ccc(-c2nnn(CC(=O)c3ccccc3)n2)cc1OC,0%
O=C(O)c1cccc(N2C(=O)C3CC=C(Cl)CC3C2=O)c1 (configuration not stated),24µM*
